Pol iota inh = blocks human DNA polymerase iota activity. hit rate 1% among 390,000. Q9UNA4. Potency, µM (series often up to 115 µM), for the others: top-dose activity, negative = inhibition, hits mostly inhibitors. Pol iota fluorescent replication assay, 10 min. AID 588590
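Fluorescent replication assay read twice, at 0 min and 10 min after adding 50 nM (final) substrate. Enzyme (10 nM) and compounds were first incubated 15 min at room temperature; enzyme-free buffer wells were negative controls.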
BLM helicase inh = Bloom syndrome helicase (human) inhibition | recombinant BLM DNA unwinding, fluorescence dequenching | AID 2528 | hit rate 0.2% among 350,000 | Potency, µM (titrated, usually from 56.1 µM), inactives show top-dose activity change, negative = inhibition, actives largely listed as inhibitors;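 also: plate controls were vehicle for no effect and no enzyme for full effect; nearly all actives have a fitted effect of over 35% in size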
BAZ2B block = inhibitors of human BAZ2B bromodomain. AlphaScreen BAZ2B-H3K14Ac peptide displacement. Potency, µM (series often up to 114 µM), for the others: top-dose activity change, negative = inhibition, most hits filed as inhibitors. hit rate 4.4% among 360,000; also: % is scaled to controls: 0 for no effect and ±100 for the full control effect; nearly all actives have a fitted effect of over 60% in size
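BAZ2B (50 nM) with biotin-H3(5-23)K14Ac peptide (50 nM) in PBS pH 7.4, 0.01% Tween-20, preformed 30 min, then compound 30 min at room temperature; top concentration 110uM. AlphaScreen streptavidin donor/nickel chelate acceptor beads (10 ug/mL final), 20 min dark, signal read.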
APEX1 inh = APE1 (human) endonuclease inhibition. recombinant APE1, TAMRA/BHQ-2 abasic DNA cleavage fluorescence. hit rate 0.35% among 350,000. Potency, µM (top dose mostly 65.8 µM), for inactives: at the highest dose activity change, negative = inhibition, usual class: inhibitors. AID 2517. P27695;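 also: plate controls were vehicle for no effect and reference inhibitor for full effect; nearly all actives have a fitted effect of over 55% in size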
Target sequence (P27695 whole entry, looked up): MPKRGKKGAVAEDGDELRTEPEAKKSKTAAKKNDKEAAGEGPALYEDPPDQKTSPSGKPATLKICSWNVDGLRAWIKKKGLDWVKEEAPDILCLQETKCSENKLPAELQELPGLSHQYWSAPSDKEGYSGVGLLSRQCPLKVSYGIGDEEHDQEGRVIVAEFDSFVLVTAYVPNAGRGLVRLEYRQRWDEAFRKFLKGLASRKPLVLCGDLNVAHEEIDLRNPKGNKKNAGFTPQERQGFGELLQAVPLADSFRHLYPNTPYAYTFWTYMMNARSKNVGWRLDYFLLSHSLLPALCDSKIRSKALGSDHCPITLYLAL
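Kinetic fluorescence read (525 ex/598 em nm, three reads 60 s apart) of AP-site incision; signal = third minus first read. Enzyme 0.75 nM, dual-labelled THF duplex 50 nM, compound preincubation 15 min RT.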
G9a inh = inhibitors of human histone lysine methyltransferase G9a. Potency, µM (highest dose often 102 µM), for the others: top-dose activity, negative = inhibition, most hits filed as inhibitors. hit rate 8.8% among 350,000. G9a H3K9 monomethylation, AlphaScreen, 2 h; also: % is scaled to controls: 0 for no effect and ±100 for the full control effect; nearly all actives have a fitted effect of over 75% in size
Target sequence (Q96KQ7 913-1193 limits assumed): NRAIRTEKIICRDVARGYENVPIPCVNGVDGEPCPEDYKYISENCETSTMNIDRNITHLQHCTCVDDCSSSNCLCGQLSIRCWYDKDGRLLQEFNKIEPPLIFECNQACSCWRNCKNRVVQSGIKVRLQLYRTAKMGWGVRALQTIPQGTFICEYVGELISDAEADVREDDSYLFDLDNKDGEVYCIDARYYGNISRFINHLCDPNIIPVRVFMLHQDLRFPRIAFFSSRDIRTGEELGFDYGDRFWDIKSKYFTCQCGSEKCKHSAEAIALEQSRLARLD
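AlphaScreen read-out: biotin-H3K9 peptide (500 nM) methylation by 20 nM enzyme with 20 uM SAM, 2 h at room temperature after 15 min compound preincubation; anti-monomethyl H3K9 antibody plus donor/acceptor beads, 10 min dark.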
Pol eta inh = inhibitors of human DNA polymerase eta; Q9Y253; recombinant Pol eta, fluorescent DNA replication assay; Potency, µM (series often up to 114 µM), for the others: at the top dose activity change, negative = inhibition, most hits filed as inhibitors; hit rate 1.2% among 390,000; AID 588591; also: % is scaled to controls: 0 for no effect and ±100 for the full control effect
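Fluorescent replication assay: 50 nM final substrate added after a 15 min room-temperature compound preincubation with 10 nM enzyme. Signal taken at 0 min and again at 10 min.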
Anesthetic bind = binds horse apoferritin like a general anesthetic; Potency, µM (highest dose often 77.5 µM), inactives show at the highest dose activity change, negative = displacement, hits mostly inhibitors; hit rate 0.074% among 350,000; AID 485281; apoferritin/1-aminoanthracene competitive binding, fluorescence; also: % is scaled to controls: 0 for no effect and ±100 for the full control effect; nearly all actives have a fitted effect of over 20% in size
Target sequence (P02791 2-175 limits assumed): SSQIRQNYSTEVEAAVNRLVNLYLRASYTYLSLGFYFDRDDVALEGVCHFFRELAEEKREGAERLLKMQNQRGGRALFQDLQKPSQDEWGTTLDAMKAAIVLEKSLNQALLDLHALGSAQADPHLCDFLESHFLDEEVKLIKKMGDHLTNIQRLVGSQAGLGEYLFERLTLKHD
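Concentration-response curves derived by four-parameter Hill fitting of normalized fluorescence, where compounds displaced 1-AMA from 10 uM horse apoferritin following a brief 10 min room-temperature incubation; propofol titration acted as positive control.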
Pol beta inh = blocks human DNA polymerase beta activity. Pol beta primer extension/strand displacement, fluorescence kinetic. Potency, µM (highest dose often 114 µM), for the others: top-dose activity change, negative = inhibition, most hits filed as inhibitors. hit rate 1.3% among 340,000. P06746. AID 485314; also: % is scaled to controls: 0 for no effect and ±100 for the full control effect
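Pol beta (10 nM) was preincubated with compound for 15 min at room temperature. The reaction was then started with 50 nM substrate and read immediately and after a further 10 min at room temperature.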
POLK inh = inhibitors of human DNA polymerase kappa; Q9UBT6; purified Pol kappa, fluorescent DNA synthesis assay, 10 min; Potency, µM (highest dose often 107 µM), inactives show at the highest dose activity, negative = inhibition, actives largely listed as inhibitors; hit rate 0.53% among 400,000; AID 588579; also: % is scaled to controls: 0 for no effect and ±100 for the full control effect
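50 nM final substrate added after 15 min RT preincubation of 10 nM Pol kappa with compound; fluorescence read at 0 and 10 min.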
Active calls of the source: *; ? = inconclusive; nt = not tested or not shown; & = joins results of further samples; [ ] = remark or other dose. Calls follow the shape of the dose curve; as a rule, active = well fitted curve in the direction sought with a large enough effect; inconclusive = small, poorly fitted or top-dose-only effect, or another doubt; inactive = no such curve, though single readings can be large; an effect the other way counts as inactive or inconclusive. Potency is read from the fitted curve at half-maximal effect. Only part of the results is shown (hit frequency here may not be typical).

SMILES	Pol iota inh	BLM helicase inh	BAZ2B block	APEX1 inh	G9a inh	Pol eta inh	Anesthetic bind	Pol beta inh	POLK inh
O=C(COC(=O)c1cc([N+](=O)[O-])ccc1NCc1ccccc1)NCc1ccccc1Cl	13%	-1%	1%	-4%	15%[59 µM]	-17%	0%	58%	-3%
CC(=O)Nc1ccc2nc(SCCOc3ccc(C)cc3)sc2c1	17%	-2%	-19%	nt	3%[59 µM]	-2%	-17%	-23%	3%
CC(=O)N1CCN(C(=O)c2c(-c3ccccc3)noc2C)CC1	20%	nt	4%	-9%	?	-13%	nt	nt	8%
Cc1ccc(Cn2nc(C)c(NC(=O)CSc3nc4c(c(C(F)(F)F)n3)CCc3ccccc3-4)c2C)cc1	13%	-5%	-7%	-5%	13%[59 µM]	?	2%	-18%	-9%
CN(C)CCCNC(NC(=O)c1cccs1)C(Cl)(Cl)Cl (stereo unspecified)	8%	4%	-6%	-1%	-12%	-4%	-7%	24%	-2%
Cc1ccc2nc(Cl)c3cc(C(=O)NCCCN(C)Cc4ccccc4)sc3c2c1	8%	110%[activator]	22µM*	nt	?	-8%	?	1%	2%
Cc1nn(C(C)C(=O)NCCCc2ccccc2)c(=O)c2cc3occc3n12 (stereo unspecified)	11%	-2%	2%	3%	5%[59 µM]	-7%	?	32%	-4%
CC(C)(C)C(=O)Nc1ccccc1C(=O)OCC(=O)c1ccc2c(c1)OCCO2	159%[activator]	-4%	-2%	2%	1%	?	-13%	-8%	-8%
C[C@@H](NC(=O)[C@@H]1Cc2ccccc2CN1)C(=O)NCC1CCCO1 (stereo partly specified)	?	1%	-17%	13%	50µM*	7%	-3%	34%	-12%
Cc1ccccc1-c1nnn(CC(=O)Nc2cccc(S(N)(=O)=O)c2)n1	141%[activator]	-9%	-5%	16%	3%	-21%	-15%	31%	3%
CC1=C(C(=O)N2CCCC(N3CCN(c4ccccc4C)CC3)C2)OCCO1 (stereo unspecified)	45%[activator]	-1%	-14%[57.1 µM]	50%	9%	-18%	2%	8%	-4%
CCOC(=O)c1c(C)n(C)c2ccc(OC(=O)c3ccc(N4C(=O)CCC4=O)cc3)cc12	-7%	-3%	4%	-5%	4%	-17%	-2%	?	2%
O=C1c2ccccc2OC2(C=Cc3ccccc3O2)N1Cc1ccccc1 (stereo unspecified)	-15%	-9%	9%	-3%	28%[59 µM]	-17%	-7%	-2%	-1%
Cc1ccc(S(=O)(=O)N[C@H](C(=O)NCC2CCC(C(=O)O)CC2)C(C)C)cc1 (stereo partly specified)	81%[activator]	-5%	5%	7%	25%	-14%	3%	0%	3%
CCN(CC)c1ccc(N2C(=O)/C(=C/c3cccs3)SC2=S)cc1	10%	0%	-33%	6%	?	0%	-6%	104%	-3%
CCc1ccc2c(c1)C1(C(=O)N2)N2CCCC2C(C(=O)c2ccc3ccccc3c2)C12C(=O)Nc1ccccc12 (stereo unspecified)	?	-8%	?	17%	14µM*	-17%	-12%	-14%	-19%
Cc1cc(CN(C)C(=O)c2cc(COc3ccc4ncccc4c3)on2)on1	-7%	-1%	-8%	0%	?	-25%	-5%	28%	4%
Oc1ccc(N=Cc2cc(Br)c(N3CCOCC3)o2)cc1	-17%	-23%	-38%	-1%	14µM*	-13%	-24%	28%	-10%
Cc1ccc(NC(=O)CN(C)C(=O)COC(=O)C(C)(C)Oc2ccc(Cl)cc2)cc1	7%	-9%	-18%	-15%	21%	-8%	-21%	0%	-8%
Cc1cc(NC(=O)c2ccc([N+](=O)[O-])cc2)no1	123%[activator]	0%	-13%	27%	20%	-28%	2%	0%	-3%
COc1cc(C(=O)OCCCN(C)C)cc(OC)c1OC	37%[activator]	1%	-6%	-5%	13%[12.7 µM]	-17%	-10%	10%	6%
Cc1csc(NS(=O)(=O)c2ccc(Cl)cc2)n1	22%	1%	?	32%	-30%	?	0%	13%	-2%
CCOc1ccc(CN(C)C(=O)CNC(=O)c2ccccc2)cc1	-19%	-1%	5%	18%	2%	0%	48%[activator]	-4%	-19%
O=C(NCC(=O)N1CCN(c2ccc([N+](=O)[O-])cc2)CC1)c1ccco1	-29%	nt	nt	-7%	nt	-7%	nt	nt	-7%
CC(=O)OC1CC[C@@]2(C)C(CC[C@@]3(C)C2CC=C2C4CC(C)(C)CC[C@]4(C)CC[C@@]23C)C1(C)C (stereo partly specified)	nt	5%	nt	1%	-35%[2.33 µM]	nt	-13%	nt	-3%[60.1 µM]

New compounds follow
SMILES	Pol iota inh	BLM helicase inh	BAZ2B block	APEX1 inh	G9a inh	Pol eta inh	Anesthetic bind	Pol beta inh	POLK inh
C=CCn1c(SCC(=O)Nc2c(C)n(C)n(-c3ccccc3)c2=O)nc2sc(C)c(-c3ccccc3)c2c1=O	-2%	-1%	-30%	-4%	31%[12.7 µM]	?	-14%	8%	-7%
CCOc1ccc(C2c3c(oc4ccccc4c3=O)C(=O)N2CCCN2CCOCC2)cc1OCC (stereo unspecified)	42%[activator]	-5%	-1%	-3%	?	-20%	-17%	-5%	-4%
CC(=O)Nc1ccc(NC(=O)CCCc2c[nH]c3ccccc23)cc1	6%	-2%	?	-1%	-6%	-8%	-9%	1%	-12%
COc1cc2oc(=O)ccc2cc1[C@@H](O)[C@@H]1OC(C)(C)OC1(C)C	18%	nt	0%	17%	9%[0.501 µM]	-19%	nt	nt	7%
O=S(=O)(c1cc(Cl)ccc1Cl)n1cccn1	81%[activator]	-3%	6%	1%	-4%	-10%	?	30%	1%
CCOC(=O)N1CCC(NC(=O)c2ccc3c(c2)sc2nc(-c4ccccc4)cn23)CC1	-13%	1%	-3%	-3%	?	-9%	-19%	1%	8%
COCc1cc(C)nc2sc3c(=O)oc(C)nc3c12	13%	0%	1%	14%	-30%[12.7 µM]	-9%	-8%	26%	-19%
O=c1[nH]c2sc3c(c2c2nncn12)CCCC3	4%	-10%	9%	-2%	-13%[59 µM]	-6%	-8%	4%	-17%
CC1CC(C)CN(CCCNC(=O)c2ccc3c(c2)NC(=O)C(N2CCCCC2)S3)C1 (stereo unspecified)	8%	0%	4%	-3%	-2%[12.7 µM]	-1%	-14%	4%	-19%
COC(=O)CN(Cc1ccco1)S(=O)(=O)c1ccccc1	?	-4%	-7%	7%	-21%[59 µM]	-17%	0%	?	-26%
COC(=O)C1CCN(c2cc(=O)n(-c3ccc(OC)cc3)c(=O)[nH]2)CC1	-11%	0%	-6%	-4%	?	-12%	-10%	-24%	-2%
CCC1(c2ccc(OC)cc2)NC(=O)N(CC(=O)N2CCc3ccccc32)C1=O (stereo unspecified)	14%	nt	-2%	15%	?	-20%	nt	nt	-3%
CC1CCCCC12NC(=O)N(CC(=O)Nc1ccccc1F)C2=O (stereo unspecified)	5%	nt	14%	8%	-25%	-1%	nt	nt	-13%
O=C(CCCc1nc2ccccc2s1)NCc1cccnc1	16%	-4%	-3%	-4%	-3%	-13%	-13%	27%	-8%
COc1ccc(CCNC(=O)Cc2c(C)c3c(cc(C)c4c(C)c(C)oc43)oc2=O)cc1OC	-4%	1%	-8%	nt	-2%[59 µM]	7%	-2%	44%	10%
COc1ccc(C(=O)OCn2nnc3ccccc3c2=O)cc1OC	-2%	-4%	-2%	-4%	9%	-6%	-19%	10%	-8%
O=C(CSc1ccc2nnc(CCNC(=O)c3ccccc3)n2n1)NCc1ccccc1	-3%	4%	3%	19%	10%	-14%	-1%	26%	-4%
COc1ccc(CNS(=O)(=O)c2ccccc2Br)cc1	-6%	3%&-2%	5%	1%&-1%	11%[12.7 µM]	nt	-23%&-9%	4%	-17%
COc1ccccc1CNC(=O)CN(C)CC(=O)Nc1ccc(F)c(F)c1F	12%	nt	nt	-2%	nt	-17%	nt	nt	-9%
CC1=C(C(=O)OCc2ccccc2)C(c2ccc3ccccc3c2)NC(=O)N1CCCC(=O)O (stereo unspecified)	?	-1%	?	-10%	nt	4%	-8%	?	8%
Cc1ccccc1NC(=S)N(CCCN1CCOCC1)Cc1ccccn1	-18%	1%	-3%	0%	-10%[59 µM]	-5%	-9%	0%	-3%
COC(=O)C1CCN(C(=O)C2CCC(=O)N(CCc3cccc(F)c3)C2)CC1 (stereo unspecified)	41%[activator]	-1%	-8%	43%[activator]	1%	-17%	10%	36%	-12%
C=CCNC(=O)C1CC(=O)N(c2ccc(OCc3ccccc3Cl)cc2)C1 (stereo unspecified)	0%	-3%	-7%	35%	35%[59 µM]	2%	-10%	-13%	-15%
Brc1ccc(-c2csc(NNC3=NCCCCC3)n2)cc1	-3%	-3%	35µM*	-1%	13µM*	-8%	-19%	2%	-1%
O=C(CCC1CCCN(C(=O)c2ccccc2Cl)C1)N1CCN(c2ccccn2)CC1 (stereo unspecified)	4%	1%	-4%	62%[activator]	14%	-10%	-8%	-4%	7%
CCOC(=O)C1(CCOc2ccccc2)CCN(Cc2cccc(OC)c2OC)CC1	-7%	1%	31%[activator]	-5%	nt	-9%	-11%	22%	-6%
O=C(Nc1nc2ccccc2s1)C1CC(=O)N(c2ccc(Cl)cc2)C1 (stereo unspecified)	7%	-3%	-24%	-2%	?	?	4%	-4%	-4%
COc1ccc(-c2nc3oc4cc(OC)ccc4c(=O)c3c(=O)n2Cc2ccco2)cc1	0%	-12%	-6%	-4%	25µM*	?	3%	-16%	1%
COc1ccc(CNC(=O)CN(C(=O)c2csnn2)c2cccc3ccccc23)cc1	14%	-4%	-2%	16%	-11%	-9%	-16%	1%	-3%

Retrieved one by one from the entries so far (2):
SMILES	Pol iota inh	BLM helicase inh	BAZ2B block	APEX1 inh	G9a inh	Pol eta inh	Anesthetic bind	Pol beta inh	POLK inh
O=S(=O)(c1cc(Cl)ccc1Cl)n1cccn1	81%[activator]	-3%	6%	1%	-4%	-10%	?	30%	1%
CC1CC(C)CN(CCCNC(=O)c2ccc3c(c2)NC(=O)C(N2CCCCC2)S3)C1 (stereo unspecified)	8%	0%	4%	-3%	-2%[12.7 µM]	-1%	-14%	4%	-19%

Gathered by group: those above with a COOH group (two)
SMILES	Pol iota inh	BLM helicase inh	BAZ2B block	APEX1 inh	G9a inh	Pol eta inh	Anesthetic bind	Pol beta inh	POLK inh
Cc1ccc(S(=O)(=O)N[C@H](C(=O)NCC2CCC(C(=O)O)CC2)C(C)C)cc1 (stereo partly specified)	81%[activator]	-5%	5%	7%	25%	-14%	3%	0%	3%
CC1=C(C(=O)OCc2ccccc2)C(c2ccc3ccccc3c2)NC(=O)N1CCCC(=O)O (stereo unspecified)	?	-1%	?	-10%	nt	4%	-8%	?	8%
